Source: PubChem BioAssay (several laboratories)
Bim-Bcl-2: human Bim-Bcl-2 interaction inhibition; inhibition, % at 10 µM; P10415; AID 950; 190,000 compounds, 0.06% hits; Bead-based flow cytometry, Bim peptide-Bcl-2 binding; in the data active means inhibition above about 40%; inconclusive means no clear call, values can overlap the other calls;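 further: 0% = no compound wells with probe peptide and 100% = reference peptide inhibitor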
Target sequence (P10415 whole entry, looked up): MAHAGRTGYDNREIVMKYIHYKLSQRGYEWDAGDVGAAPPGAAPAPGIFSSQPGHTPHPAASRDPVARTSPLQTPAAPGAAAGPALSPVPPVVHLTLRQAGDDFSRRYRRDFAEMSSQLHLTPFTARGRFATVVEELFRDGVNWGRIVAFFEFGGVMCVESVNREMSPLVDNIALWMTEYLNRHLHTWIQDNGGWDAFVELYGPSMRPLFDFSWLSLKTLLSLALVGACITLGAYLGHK
Bcl-XL Bim block: inhibitors of Bim-Bcl-XL interaction, human; Q07817; Bim peptide-Bcl-XL binding, bead flow cytometry, fluorescence; inhibition, % at 10 µM; 190,000 compounds, 0.04% hits
Target sequence (Q07817 whole entry, looked up): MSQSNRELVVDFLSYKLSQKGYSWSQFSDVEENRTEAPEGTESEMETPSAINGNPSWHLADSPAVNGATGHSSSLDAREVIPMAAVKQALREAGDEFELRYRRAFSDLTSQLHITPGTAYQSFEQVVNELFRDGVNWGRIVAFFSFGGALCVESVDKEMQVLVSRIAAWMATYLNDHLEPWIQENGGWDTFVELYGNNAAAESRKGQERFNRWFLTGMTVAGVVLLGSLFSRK
RGS4-Gao reg: modulates binding of RGS4 to human Galphao. P09471. Multiplexed bead flow cytometry; actives lie on both sides. binding response (% of control), % at 10 µM. 220,000 compounds, 0.33% hits. AID 1415; in the data active means binding response below about 49% or above about 150%; inactive means in between;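 further: fluorescent Galphao activated with aluminum fluoride binding bead-coupled RGS4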
Target sequence (P09471 whole entry, looked up): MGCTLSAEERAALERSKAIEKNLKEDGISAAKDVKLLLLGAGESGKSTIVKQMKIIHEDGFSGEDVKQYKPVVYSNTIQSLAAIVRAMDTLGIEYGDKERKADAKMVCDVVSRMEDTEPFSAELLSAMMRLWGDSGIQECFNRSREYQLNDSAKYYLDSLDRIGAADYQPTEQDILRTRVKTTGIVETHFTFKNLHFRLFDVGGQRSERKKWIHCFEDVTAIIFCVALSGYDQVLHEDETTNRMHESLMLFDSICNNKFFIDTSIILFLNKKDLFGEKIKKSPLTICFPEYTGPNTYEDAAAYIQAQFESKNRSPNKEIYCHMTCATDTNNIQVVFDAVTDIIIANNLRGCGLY
RGS8-Gao reg: modulates binding of RGS8 to human Galphao; P09471; multiplexed bead flow cytometry; actives lie on both sides; response (percent of control binding), % at 10 µM; 220,000 compounds, 0.34% hits; AID 1423; in the data active means response below about 60% or above about 140%; inactive means in between;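 further: Galphao activated as the GDP aluminium fluoride complex binding bead-coupled RGS8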
Bcl-B Bim block: disrupts Bim peptide binding to human Bcl-B; 190,000 compounds, 0.073% hits; inhibition, % at 10 µM; AID 951; bead-based flow cytometry; Q9HD36;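 further: 0% = tracer peptide without compound and 100% = reference inhibitor peptide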
Target sequence (Q9HD36 whole entry, looked up): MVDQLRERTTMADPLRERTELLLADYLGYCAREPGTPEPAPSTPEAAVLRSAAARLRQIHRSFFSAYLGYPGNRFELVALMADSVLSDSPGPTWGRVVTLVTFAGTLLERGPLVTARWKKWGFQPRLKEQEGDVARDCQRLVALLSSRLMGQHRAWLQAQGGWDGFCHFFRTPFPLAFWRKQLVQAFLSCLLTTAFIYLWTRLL
GSH bead fluor: compound fluoresces at 488/530 nm on GSH beads. GSH beads flow cytometry, compound fluorescence 488/530 nm; active compounds read high. fluorescence (KMESF) at 10 µM. 190,000 compounds, 0.25% hits; in the data active means fluorescence above about 89;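 further: glutathione beads carrying GST-tagged Bcl family fusion proteins plus one bare bead set; values are compound well signal with DMSO vehicle wells as background; inactives centre near 16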
RGS7-Gao: modulates binding of RGS7 to human Galphao | binding response (% of control), % at 10 µM | AID 1439 | 220,000 compounds, 0.35% hits | P09471 | Multiplexed bead flow cytometry; actives lie on both sides; in the data active means binding response below about 49% or above about 150%; inconclusive means no clear call, values can overlap the other calls; inactive means in between;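 further: fluorescent Galphao held in activated GDP-AlF4 state binding bead-coupled RGS7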
Mcl1 Bid PPI: Mcl-1/Bid interaction inhibition; TR-FRET Mcl-1/Bid-Dy647 peptide binding, 1536-well; inhibition, % at 21.7 µM; 220,000 compounds, 0.97% hits; AID 1021;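 active means compounds that cut the binding signal by more than half at the single screening dose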;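 further: His-tagged Mcl-1 with europium anti-His antibody binding Bid BH3 peptide; 0% = Mcl-1 plus peptide wells and 100% = peptide-only wells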
Bim-Bfl-1: inhibitors of Bim-Bfl-1 interaction, human | Bead-based flow cytometry, Bim-Bfl-1 binding inhibition | inhibition, % at 10 µM | Q16548 | 190,000 compounds, 0.12% hits;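 further: 0% = wells without compound plus tracer and 100% = blocker peptide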
Bim-Bcl-W: disrupts Bim peptide binding to human Bcl-W | Q92843 | bead-based flow cytometry | inhibition, % at 10 µM | 190,000 compounds, 0.02% hits;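 further: 0% = bound tracer without compound and 100% = peptide blocker; higher means less fluorescent Bim peptide bound to Bcl-W beads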
Bim-Mcl-1: disrupts Bim peptide binding to human Mcl-1 | Q07820 | Bead-based flow cytometry, Bim peptide-Mcl-1 binding | inhibition, % at 10 µM | 190,000 compounds, 0.1% hits | AID 1009;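 further: 0% = no compound tracer wells and 100% = peptide blocker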
The depositor's hits bear a star; ? = inconclusive; · = not tested or not shown. Unless noted, no stated cut-off is given here; in the data, active means inhibition above about 40%.

SMILES	Bim-Bcl-2	Bcl-XL Bim block	RGS4-Gao reg	RGS8-Gao reg	Bcl-B Bim block	GSH bead fluor	RGS7-Gao	Mcl1 Bid PPI	Bim-Bfl-1	Bim-Bcl-W	Bim-Mcl-1
NC(=O)NC(=O)COC(=O)c1ccc(OC(F)F)cc1	-6	0	100	100	-4	16	100	-68	-8	0	0
CC1CCN(CCCNC(=O)c2cc3c(Cl)nc4ccccc4c3s2)CC1	-6	0	108	108	-3	14	110	5	-3	1	0
O=C(CSc1ccccn1)Nc1ccc(Cl)cn1	-5	-1	101	100	-4	10	100	-24	-3	-3	1
C/C=C/c1ccc(OCCCCOc2ccc(OC)cc2)c(OC)c1	-9	-4	94	96	-7	10	94	-32	-10	-4	-6
Cc1nc(NC(=S)NC(=O)COc2ccc(Cl)cc2)ccc1Br	-12	-1	103	99	-2	15	103	-12	-12	-3	-4
c1ccn(-c2ccc(N3CCOCC3)cc2)c1	-1	0	104	116	0	14	104	-38	1	-1	-1
O=C(NCCSCc1ccco1)Nc1cccc(Cl)c1	-7	-2	101	103	-9	25	101	-18	-9	0	-3
O=S(=O)(c1cccc2cccnc12)N1CCN(Cc2ccccc2)CC1	3	3	101	101	0	26	100	-18	-5	5	3
CN(c1ccc(O)cc1)c1nc(-c2cccs2)cs1	-1	-5	100	103	-50	11	103	-32	0	0	0
COC(=O)c1oc2ccc(Cl)cc2c1-n1cccc1	-10	-17	97	100	-6	42	95	-15	-10	3	4
CC(C)N(CC#CC(O)(c1ccccc1)c1ccccc1)CCO	-2	-6	102	97	-8	11	102	-11	-1	-2	-5
O=C(Nc1ccccc1N1CCOCC1)c1ccccc1NS(=O)(=O)c1ccc(F)c(F)c1	0	-7	109	101	-2	8	106	-19	-3	-3	0
CCOc1ccc(C(=O)NC(=S)Nc2ccc(NC(=O)C(C)C)cc2)cc1[N+](=O)[O-]	-5	-2	103	101	-6	21	101	-7	-2	-5	-3
CCOC(=O)N1CCN(S(=O)(=O)c2ccc3c(c2)CCN3C(=O)CC)CC1	-8	-1	86	98	-8	38	88	-3	-8	-2	0
CCC(C)(C)n1nnnc1C(c1cccnc1)N1CCCC(C)C1 (stereo not drawn)	0	-3	98	101	-1	12	103	-11	-1	-1	-1
COC(=O)C/C=C/[C@@H](C)[C@@H](/C=N/OC[C@@H](C)[C@H](OCc1ccccc1)C(C)C)NS(=O)(=O)c1ccc(C)cc1	1	-3	98	99	-2	18	99	0	-3	-2	-4
COc1cc(C2C(C#N)=C(N)OC3=C2C(=O)CCC3)cc(OC)c1OC(=O)N1CCOCC1 (stereo not drawn)	0	1	101	99	-1	28	101	-36	-1	0	5
C#CCOCCOCCOCCNc1nc(N2CCN(C(=O)[C@H](CCC(=O)O)n3cc(C(N)[C@H](C)CC)nn3)CC2)nc(N2CCN(C(=O)[C@H](Cc3cc4ccccc4[nH]3)n3cc(C(N)[C@H](C)CC)nn3)CC2)n1 (stereo partly drawn)	-1	0	89	91	-2	17	84	38	-4	-2	0
COc1ccc(C2(CNC(=O)c3ccco3)CCOCC2)cc1	0	-3	100	99	-1	13	98	-7	0	-3	-2
CC(C)N(c1ccccc1)c1ncnc(NCCC(=O)O)c1[N+](=O)[O-]	-3	-11	99	98	-4	71	99	7	-5	4	3
O=C(O)CCc1ccc(-c2cccs2)n1CC1CCCO1 (stereo not drawn)	-1	-2	101	101	-1	12	100	-33	-1	-2	-4
O=C(NC1CCCC1)c1ccc(S(=O)(=O)N2CCCC2)cc1	-8	-3	105	101	-8	25	102	-28	-16	0	-1
CC(C)c1nc(SCC(=O)Nc2ccc3c(c2)OCO3)n[nH]1	-8	0	98	99	-7	48	101	-45	-12	2	0
O=C(Nc1ccc(CN2CCCCC2)cc1)c1cccc(F)c1	0	-4	103	102	-1	19	?	-53	-4	-2	-1
COc1ccc(/C=N/Nc2nc(-c3cccc(S(=O)(=O)N4CCCC4)c3)cs2)c(OC)c1	11	12	100	109	8	10	101	-22	12	6	13

The last two records of the part above are carried over, then new ones follow:
SMILES	Bim-Bcl-2	Bcl-XL Bim block	RGS4-Gao reg	RGS8-Gao reg	Bcl-B Bim block	GSH bead fluor	RGS7-Gao	Mcl1 Bid PPI	Bim-Bfl-1	Bim-Bcl-W	Bim-Mcl-1
O=C(Nc1ccc(CN2CCCCC2)cc1)c1cccc(F)c1	0	-4	103	102	-1	19	?	-53	-4	-2	-1
COc1ccc(/C=N/Nc2nc(-c3cccc(S(=O)(=O)N4CCCC4)c3)cs2)c(OC)c1	11	12	100	109	8	10	101	-22	12	6	13
CC(C)CCNC(=O)c1ccc(CSCc2cccc(F)c2)o1	-8	-8	102	104	-9	38	98	33	-15	-1	-3
CNS(=O)(=O)c1cc(NC(C)=O)c(C)cc1C	-7	-12	90	78	-6	12	91	-10	-9	-8	-8
C=CCOC(=O)C1=C(C)Nc2[nH]c(=O)[nH]c(=O)c2C1c1cccc(OC)c1 (stereo not drawn)	5	4	94	90	9	59	97	-19	11	6	0
O=C1CCC/C1=C/Nc1ccc2c(c1)OCO2	2	-1	80	92	-5	31	86	-42	3	11	3
Cc1nc(NC(=O)CSc2nnnn2C)sc1C	6	2	103	98	1	15	104	-8	3	2	2
Cc1cc(Cl)ccc1OCC(=O)OC(C)C(=O)NC(N)=O (stereo not drawn)	-6	-3	99	100	-5	24	98	-36	-10	2	-6
CCOC(=O)CC(=O)CSc1nc2ccccc2c(=O)n1-c1ccc(C(=O)N2CCOCC2)cc1	-7	-4	95	100	-7	14	98	-31	-12	0	0
N#CCCN(C(=O)CN1C(=O)NC2(CCCC2)C1=O)c1ccccc1F	-7	-11	109	103	-5	24	105	2	-12	-3	-2
N=c1c2c(n(Cc3ccc(F)cc3)c3c1CCC3)CCCC2	0	-3	101	100	-9	15	98	-21	-3	-2	0
CC(C)C(=O)N(c1ccc2oc(=O)sc2c1)S(=O)(=O)c1cccs1	-17	-12	100	99	-15	26	104	-17	-9	-5	-7
C/C(=N\NC(=O)c1cccc(N/N=C(\C)c2ccccc2)c1)c1ccccc1	0	7	94	86	10	17	93	-33	5	9	6
Cc1ccc(CNCc2cccnc2)s1	2	4	101	102	-1	26	96	-8	0	5	2
CC(=O)Nc1ccc(N(C(=O)c2cnccn2)C(C(=O)NC2CCCCC2)c2ccc(O)cc2)cc1 (stereo not drawn)	-4	-10	101	100	-5	56	97	-14	-4	0	5
CCOC(=O)Cn1nc(/C=C/c2ccccc2)ccc1=O	-6	-13	97	97	-10	37	102	-6	-14	-2	-2
COc1ccc(/C=C/C2=CC(C)(C)NC(=S)N2)c(OC)c1	-2	-2	96	101	-17	9	102	-68	0	-4	0
COc1ccc2[nH]c(=O)c(-c3nnn(-c4ccccc4)n3)cc2c1	-2	2	105	100	-6	19	103	2	-2	1	0
CC1CCN(S(=O)(=O)N2CCC(C(=O)NCc3ccc4c(c3)OCO4)CC2)CC1	-2	-4	95	89	-6	24	99	-7	-1	-2	-4
O=C(O)c1ccc(NCc2ccc(Br)cc2)cc1	2	-5	88	95	-8	18	102	-69	-7	-5	-2
CN1C=CC=C/C1=C1/SC(=S)N(Cc2ccccc2)C1=O	0	-1	104	100	-2	8	101	-50	-1	-3	0
CCO[C@@H]1OC(C(=O)N2CCCCCCC2)=C[C@H](c2ccc3c(c2)OCO3)[C@H]1CCCO	-1	0	106	102	0	17	111	-11	-4	1	-3
Nc1nc(-c2ccccc2)c(N=Nc2cccc3ccccc23)s1	3	-3	99	100	1	11	101	-20	-1	-1	0
COC(=O)C1=C(N)Oc2cc(C)n(Cc3ccco3)c(=O)c2C1c1cccc(Cl)c1 (stereo not drawn)	-8	-9	102	102	-8	34	101	3	-17	-2	-1
C=CCSc1ncc(C#N)c(N)n1	1	-2	103	101	-1	16	99	-2	2	1	0
COc1ccc(C2/C(=C(\O)c3ccc4c(c3)OCCO4)C(=O)C(=O)N2Cc2ccco2)c(OC)c1 (stereo not drawn)	-21	-5	117	106	-10	122*	112	-11	-14	-9	-6
O=c1c2ccccc2[nH]c(=S)n1CCc1ccccc1	-1	-1	100	100	-5	10	101	-19	0	-2	-1
Next part
SMILES	Bim-Bcl-2	Bcl-XL Bim block	RGS4-Gao reg	RGS8-Gao reg	Bcl-B Bim block	GSH bead fluor	RGS7-Gao	Mcl1 Bid PPI	Bim-Bfl-1	Bim-Bcl-W	Bim-Mcl-1
Cc1ccc(-c2cc(C(F)F)n3ncc(C(=O)N4CCN(c5ccccn5)CC4)c3n2)cc1	-7	-3	100	101	-5	22	101	-10	-4	-2	-2
CCOC(=O)CC(NC(=O)CCc1c(C)nc2nc(C)nn2c1C)c1ccc(C)cc1 (stereo not drawn)	0	-5	103	101	0	10	103	-19	-2	-1	0
COc1cc(-c2nc(-c3ccccc3)c(-c3cccs3)[nH]2)cc(OC)c1OC	0	3	87	94	-1	16	90	-15	-7	1	5
O=C(CC1(O)C(=O)Nc2ccc(Br)cc21)c1ccc2c(c1)OCO2 (stereo not drawn)	-3	-6	102	102	0	11	100	-6	-1	-1	-6
CCOc1cccc(C(=O)Nc2cccnc2)c1	-3	-12	106	103	-10	32	103	17	-7	0	-2
COc1cc(C(=O)Nc2ccc(N(C)C)cc2)c([N+](=O)[O-])cc1OC	-2	-1	98	97	-2	9	95	-27	-2	3	1
CCOC(=O)C1=C(CC)OC(N)=C(C#N)C1c1ccsc1 (stereo not drawn)	-3	-9	97	102	-6	25	94	-5	-4	-5	-4
CC(C)OC(=O)CC1C(=O)NCCN1C(=S)NC(=O)CCc1ccccc1 (stereo not drawn)	1	-1	103	104	-8	10	111	-20	2	-2	3
Nc1cc(C(F)(F)F)cc([N+](=O)[O-])c1N	2	1	103	109	-1	12	105	-35	5	4	2
COC(=O)/C=c1/s/c(=C(/C#N)C(=O)N2CCCCC2)n(-c2ccccc2)c1=O	-8	-3	100	102	-9	12	101	-17	-10	-6	-4
CCOC(=O)c1cnc(SCc2nc(N)nc(Nc3ccccc3)n2)nc1N	-1	0	97	98	1	22	98	-1	0	0	0
Cc1ccc(C(=O)NC2(C(F)(F)F)N=C3SCCN3C2=O)cc1 (stereo not drawn)	-2	0	103	105	-1	11	104	-23	-2	-1	0
Cc1cccc(NC(=O)Cn2cc([N+](=O)[O-])cn2)n1	-5	-1	101	103	-9	9	101	-9	-6	-3	-2
CSc1nnc(-c2ccccc2)c(=O)[nH]1	-11	-7	102	102	-11	27	106	6	-14	-4	-5
CCOc1ccc(C2C=C(c3ccc(C)cc3)Nc3nnnn32)cc1 (stereo not drawn)	0	0	102	102	-1	15	102	-1	0	-2	-2
COC(=O)c1nn(-c2ccc(C)cc2)ccc1=O	0	0	104	104	0	20	?	-13	-1	2	1
COc1ccccc1NS(=O)(=O)c1cc(NC(=S)Nc2cc(C)cc(C)c2)ccc1Cl	8	13	104	109	8	7	106	-19	7	6	9
CN(CP(=O)(O)C(O)c1ccccc1)S(C)(=O)=O (stereo not drawn)	0	-1	90	95	2	10	88	-10	0	-1	0
Cc1ccc2cc(/C=N/NC(=O)[C@H](C)NC(=O)OC(C)(C)C)c(Cl)nc2c1	-4	-5	99	99	-3	12	102	-5	-3	-3	-1
CC1(C(=O)NCCc2c[nH]c3ccccc23)C=CCN1C(=O)c1ccccc1 (stereo not drawn)	-2	-9	99	94	-6	·	99	-20	-2	-8	-3
